From PubChem
AmpC inh detg: AmpC beta-lactamase inhibition with detergent present. P00811. AmpC hydrolysis of nitrocefin, absorbance 480 nm, 0.01% Triton. Potency, µM (doses to about 114 µM), for the others: at the top dose activity change, negative = inhibition, most hits filed as inhibitors. 0.041% of 370,000 active;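 note: potency is the fitted concentration of half-maximal effect; 0% = no-compound wells and -100% = no-enzyme wells; nearly all actives have a fitted effect of over 25% in size; some results filed as inactive show a strong effect at the top dose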
Target sequence (P00811 whole entry, looked up): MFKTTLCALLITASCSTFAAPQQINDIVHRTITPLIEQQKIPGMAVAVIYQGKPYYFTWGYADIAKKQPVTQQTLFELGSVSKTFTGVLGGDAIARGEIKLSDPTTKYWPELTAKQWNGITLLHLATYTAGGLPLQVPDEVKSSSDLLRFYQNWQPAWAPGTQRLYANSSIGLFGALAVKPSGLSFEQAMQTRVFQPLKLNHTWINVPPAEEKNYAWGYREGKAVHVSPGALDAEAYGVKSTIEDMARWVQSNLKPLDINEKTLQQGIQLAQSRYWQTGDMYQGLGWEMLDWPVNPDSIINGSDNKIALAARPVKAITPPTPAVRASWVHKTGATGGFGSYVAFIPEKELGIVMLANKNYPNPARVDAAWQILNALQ
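20 mM phosphate pH 7.0 + 0.01% (detergent screen) or 0.0001% Triton X-100; 5.3 nM AmpC reagent; cpd preinc 15 min RT; nitrocefin (800 uM stock) to start; A480 q20 s × 4 min; Activity was normalised to no-enzyme and no-compound control wells.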
Sm TGR inh: S. mansoni TGR enzyme inhibition; Q962Y6; purified TGR, DTNB reduction, TNB absorbance 405 nm; Potency, µM (highest dose often 114 µM), without a hit: at the highest dose activity change, negative = inhibition, hits mostly inhibitors; 3% of 360,000 active; note: potency is the fitted concentration of half-maximal effect; nearly all actives have a fitted effect of over 60% in size
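Kinetic colorimetric format: TGR-catalysed, NADPH-driven DTNB reduction monitored via TNB absorbance. Enzyme dispensed at 20 nM; compound exposure 15 min at room temperature before reaction start.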
Giardia FBPA inh: Giardia lamblia aldolase inhibition. A8B2U2. purified Giardia FBPA. Potency, µM (titrated, usually from 59.6 µM), for the others: at the highest dose activity, negative = inhibition, usual class: inhibitors. 0.71% of 290,000 active; note: potency is the fitted concentration of half-maximal effect; nearly all actives have a fitted effect of over 55% in size
Target sequence (A8B2U2 whole entry, looked up): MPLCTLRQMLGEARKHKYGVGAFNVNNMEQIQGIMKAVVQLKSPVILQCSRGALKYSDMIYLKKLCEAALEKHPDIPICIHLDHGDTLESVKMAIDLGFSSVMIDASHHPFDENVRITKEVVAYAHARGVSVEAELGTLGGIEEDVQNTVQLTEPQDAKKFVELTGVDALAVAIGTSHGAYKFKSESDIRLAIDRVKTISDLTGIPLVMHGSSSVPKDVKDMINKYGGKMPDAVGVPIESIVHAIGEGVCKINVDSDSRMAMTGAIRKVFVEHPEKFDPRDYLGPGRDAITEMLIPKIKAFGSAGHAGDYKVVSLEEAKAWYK
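Giardia FBPA (40 nM reagent) was preincubated 10 min at RT with compound (up to 57.5 uM final), then substrate plus GAPDH/TPI/NAD/arsenate coupling system with diaphorase/resazurin was added; resorufin fluorescence (525/598 nm) was read after 20 min.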
HCMV antiviral: blocks human cytomegalovirus replication; HFF cells, HCMV-luciferase reporter, 72 h; hits give low values; activity change, negative = inhibition, % at 57.5 µM; 4.5% of 410,000 active; AID 1259415; in the data active = activity change below about -60%; inconclusive = no clear call, values can overlap the other calls; inactive = above about -39%
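After 16 h attachment at 37C, HFF cells received test compound and HCMV-luciferase (1 PFU/cell); reporter luminescence read 72 h later, data normalized against buffer-only and known inhibitor Salinomycin.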
AMA1 RON2 block: disrupts binding of P. falciparum AMA1 to RON2; AlphaScreen AMA1-biotinylated RON2 peptide binding; Potency, µM (doses to about 58.2 µM), without a hit: top-dose activity change, negative = inhibition, hits mostly inhibitors; 0.2% of 360,000 active; AID 720542;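 note: potency is the fitted concentration of half-maximal effect; 0% = vehicle wells and -100% = peptide control; nearly all actives have a fitted effect of over 45% in size; some results filed as inactive show a strong effect at the top dose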
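AMA1 (3D7) with his tag at 25 nM final met compounds first, then biotinylated RON2 peptide at 25 nM; detection used donor plus acceptor beads, 10 µg/mL apiece, read by AlphaScreen after 30 min at room temperature.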
HCV inh: blocks hepatitis C virus; Huh7.5.1 HCVcc-Cre infection, luciferase reporter, 44 h; Potency, µM (highest dose often 41.8 µM), inactives show at the highest dose activity change, negative = inhibition, hits mostly inhibitors; 3.4% of 340,000 active; note: potency is the fitted concentration of half-maximal effect
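Whole-lifecycle infectious HCVcc-Cre system; cells 1,000/well, compound then virus (~0.5 moi) added 4 h after plating, 44 h culture. Luciferase read 15 sec following 15 min substrate incubation, room temp.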
Starred values were filed as active, the others as inactive; ? = inconclusive; nt = no result given; & = joins results of further samples; [ ] = another dose, or the depositor's remark. Unless noted, calls come from the whole dose curve; as a rule, active = well fitted curve in the direction sought with a large enough effect; inconclusive = small, poorly fitted or top-dose-only effect, or another doubt; inactive = no such curve, though single readings can be large; an effect the other way counts as inactive or inconclusive. Unless noted, % is set by controls: 0 for no effect and ±100 for the full control effect.

SMILES	AmpC inh detg	Sm TGR inh	Giardia FBPA inh	HCMV antiviral	AMA1 RON2 block	HCV inh
Cc1cccc(N(CC(=O)NC2CCCC2)C(=O)c2nsc(Cl)c2Cl)c1C	-2%	1%	-3%	5	3%	-11%
Cc1coc2c(C)c3oc(=O)c(CCC(=O)NCCN4CCOCC4)c(C)c3cc12	-17%	-15%	1%	-12	-4%	?
C/C(NC(=O)c1ccccc1)=C1/C(=O)CC2C1C2(C)C (centres undefined)	-15%	13%	8%	20	-4%	4%
COc1ccccc1N1CCN(c2nc(C)cc(C)c2C#N)CC1	2%	-22%	-4%	-28	4%	-24%
CCOc1cccc(C2c3[nH]c4ccccc4c3CCN2C(=O)Cc2cccc(OCC)c2OCC)c1 (centres undefined)	7%	-3%	nt	-3	nt	nt
CC(NC(=O)CCNS(=O)(=O)c1cccc2nonc12)c1ccccc1 (centres undefined)	?	4%	2%	-24	-8%	11%
CCOc1ccc(-n2c(=O)c3c4c(sc3n(CC(=O)Nc3cccc(C(F)(F)F)c3)c2=O)CCCCC4)cc1	21%	16%	nt	18	nt	nt
Fc1ccc(Nc2nc(N3CCOCC3)c3ccccc3n2)cc1	?	-7%	-5%	-7	-9%	-4%
CCOC(=O)C1=C(O)c2ccccc2C(=O)/C1=C\c1ccc(C)cc1	-5%	3.5µM*	?	nt	?	1%
COc1ccccc1CC(NC(C)=O)C(=O)NC1CCN(c2nnnn2-c2ccccc2)CC1 (centres undefined)	-8%	-19%	2%	nt	2%	?
CSc1nc2sc3c(c2c(=O)[nH]1)CCc1ccccc1-3	-3%	-21%	-14%	13	-15%	2%
CCCCCC1NC(=O)NC1CCCCCC(=O)O (centres undefined)	0%	?	4%	-23	?	6%

Record cards (already shown). Screens in order: AmpC inh detg, Sm TGR inh, Giardia FBPA inh, HCMV antiviral, AMA1 RON2 block, HCV inh
CSc1nc2sc3c(c2c(=O)[nH]1)CCc1ccccc1-3 as listed: -3%, -21%, -14%, 13, -15%, 2%
CCOc1cccc(C2c3[nH]c4ccccc4c3CCN2C(=O)Cc2cccc(OCC)c2OCC)c1 (centres undefined) as listed: 7%, -3%, nt, -3, nt, nt
COc1ccccc1CC(NC(C)=O)C(=O)NC1CCN(c2nnnn2-c2ccccc2)CC1 (centres undefined) as listed: -8%, -19%, 2%, nt, 2%, ?
C/C(NC(=O)c1ccccc1)=C1/C(=O)CC2C1C2(C)C (centres undefined) as listed: -15%, 13%, 8%, 20, -4%, 4%

Carrying on.
SMILES	AmpC inh detg	Sm TGR inh	Giardia FBPA inh	HCMV antiviral	AMA1 RON2 block	HCV inh
O=C(c1cnn2c(C(F)F)cc(C3CC3)nc12)N1CCOCC1	?	0%	0%	12	-2%	-2%
O=C(COc1ccccc1Cl)Nc1ccc(Cl)cn1	-16%	0%	-2%	184	13%	0%
Cc1nc(-c2nc(-c3c(C(=O)NNC(=O)c4ccc(Cl)cc4)noc3C)cs2)cs1	-8%	1%	?	0	107%[activator]	-19%
Clc1ccccc1C1=CC(c2ccco2)n2ncnc2N1 (centres undefined)	2%	13µM*	-2%	-13	11%	-19%
CC(C)C(=O)Nc1ccc(NC(=O)c2ccc([N+](=O)[O-])cc2Cl)cc1	?	-10%	13%	-27	10%	?
CCn1c(CN2CCOCC2)nc2cc(NC(=O)c3ccc([N+](=O)[O-])cc3)ccc21	-2%	-2%	nt	?	nt	nt
Cc1ccc(/C=C/C(=O)O)cc1S(=O)(=O)N1CCCc2ccccc21	6%	-18%	2%	-21	-6%	24%
C=Cc1ccc(CSc2cc(C)nc3nc(C)nn23)cc1	6%	?	5%	-4	-5%	-22%
N#C/C(=C\c1ccc(OCC(N)=O)cc1)S(=O)(=O)c1ccccc1	-8%	12%	-4%	11	3%	-1%
CC1C(c2ccccc2)=NNc2nc3c(c(=O)n(C)c(=O)n3C)n21 (centres undefined)	-7%	-28%	4%	nt	-6%	-8%
COc1ccc2nc(-c3ccc(Cl)cc3)cc(C(=O)O)c2c1	?	14%	?	-6	2%	23%
O=C(N/N=C/c1c(O)n(Cc2ccccc2)c(=O)[nH]c1=O)c1ccncc1	7%	?	17%	42	19%	-4%

Random excerpt: seven compounds from above.
SMILES	AmpC inh detg	Sm TGR inh	Giardia FBPA inh	HCMV antiviral	AMA1 RON2 block	HCV inh
C=Cc1ccc(CSc2cc(C)nc3nc(C)nn23)cc1	6%	?	5%	-4	-5%	-22%
CC1C(c2ccccc2)=NNc2nc3c(c(=O)n(C)c(=O)n3C)n21 (centres undefined)	-7%	-28%	4%	nt	-6%	-8%
CC(C)C(=O)Nc1ccc(NC(=O)c2ccc([N+](=O)[O-])cc2Cl)cc1	?	-10%	13%	-27	10%	?
Clc1ccccc1C1=CC(c2ccco2)n2ncnc2N1 (centres undefined)	2%	13µM*	-2%	-13	11%	-19%
O=C(N/N=C/c1c(O)n(Cc2ccccc2)c(=O)[nH]c1=O)c1ccncc1	7%	?	17%	42	19%	-4%
COc1ccc2nc(-c3ccc(Cl)cc3)cc(C(=O)O)c2c1	?	14%	?	-6	2%	23%
CCn1c(CN2CCOCC2)nc2cc(NC(=O)c3ccc([N+](=O)[O-])cc3)ccc21	-2%	-2%	nt	?	nt	nt

The list goes on:
SMILES	AmpC inh detg	Sm TGR inh	Giardia FBPA inh	HCMV antiviral	AMA1 RON2 block	HCV inh
COC(=O)C1CCN(C(=O)c2cc(-c3ccc(Cl)s3)nc3ccccc23)CC1	-5%	2%	nt	-33	2%	?
COc1ccc(Nc2nc(-c3ccccc3)c3ccccc3n2)cc1	5%	-1%	1%	-24	-2%	?
Cc1cc(F)ccc1NC(=O)c1ccc2nc(Cc3ccccc3)oc2c1	21%	0%	nt	-33	nt	nt
O=C(CNC(=O)c1ccccc1)N/N=C/c1cccs1	-1%	6%	2%	?	-3%	14%
CCOC(=O)c1ccc(-c2ccc3oc(-c4ccsc4)cc(=O)c3c2)cc1F	nt	nt	nt	8	-2%	-17%
COc1ccc(NC(=O)Nc2ccccn2)cc1OC	-2%	8%	-1%	?	4%	-7%
O=C(NCc1ccc(OC(F)(F)F)cc1)c1cccc2c1C(=O)c1ccc(N3CCC(Cc4ccccc4)CC3)cc1S2(=O)=O	nt	nt	nt	-17	6%	?
O=C(NNC(=S)Nc1ccc(Br)cc1)c1ccccc1	-2%	5%	8%	64	110%[activator]	10%
Cc1cccc(N2CCN(C(c3cccs3)c3nnnn3C(C)(C)C)CC2)c1C (centres undefined)	-3%	1%	12%	?	0%	-6%
Cc1cc(C)c(C(=O)N2CCCC(CNC(=O)C3(c4ccc(Cl)cc4)CC3)C2)c(=O)[nH]1 (centres undefined)	10%	7%	-6%	-3	14%	4%
O=C(CSc1nc2c([nH]c3ccccc32)c(=O)n1-c1cccc(Cl)c1)N1CCCC1	0%	3%	nt	29	nt	nt
O=S(=O)(Cc1cnc(Cl)s1)c1ccccc1	1%	0%	8%	-15	3%	7%
COc1ccc(N=C2C=CC(=O)O2)cc1	nt	nt	nt	1	-3%	3%
O=C1CC(N2CCCc3ccccc32)C(=O)N1c1ccccc1Cl (centres undefined)	-3%	20µM*	10%	30	-5%	10%
CCCN(CCC)CCCNC(=O)C(NS(=O)(=O)c1ccc2c(c1)CCC(=O)N2)c1ccccc1 (centres undefined)	6%	-2%	0%	91	36%[activator]	8%
CCc1ccc(OCC(=O)NCC(c2ccc(Cl)cc2)N2CCCCC2)cc1 (centres undefined)	-9%	-11%	7%	?	-4%	?
NC(=O)C1CCN(C(=O)c2cnn(-c3ccccc3)c2NC(=O)c2ccco2)CC1	-7%	3%	-7%	-39	-1%	20%
COC(=O)c1cccc(NC(=S)N2CCN(c3ccccc3F)CC2)c1	1%	-1%	-2%	-28	4%	-5%
O=C(CSc1nnc(COc2ccc(Cl)cc2)o1)N1CCN(c2ccccc2)CC1	?	5%	5%	-8	-4%	-2%&0%
CCOC(=O)C1=C(C)NC2=C(C(=O)CC(C)(C)C2)C1c1coc2ccccc2c1=O (centres undefined)	-8%	-15%	8%	-4	1%	-3%
Fc1ccc(-c2nnsc2Sc2ccccn2)cc1	6%	9%	4%	-21	-6%	-7%
CC(C)CCn1c(C(C)O)nc2ccccc21 (centres undefined)	1%	-6%	2%	-27	-4%	2%
Cc1ccc2onc(CNC(=O)N3CCN(c4cc(Cl)ccc4C)CC3)c2c1	1%	-1%	nt	-4	nt	nt
CCCCC(=O)Nc1ccc(NC(=O)CCCC)nc1	11%	7%	2%	16	0%	-3%
O=C(Nc1ncc(Cc2ccccc2)s1)c1cccs1	?	-4%	4%	69	-1%	?
CC(C(=O)Nc1ccccc1C(F)(F)F)N1CCN(C)CC1 (centres undefined)	?	-2%	16µM*	24	?	2%
O=C(COC(=O)c1ccco1)NC(c1ccccc1)c1ccccc1	-6%	?	8%	11	16%	16%
CNC(=O)c1cc2c(s1)-c1ccccc1CC2	-5%	nt	-4%	96	2%	?
O=C(CC(=O)Nc1ccc(Br)cc1)Nc1ccc(Br)cc1	4%	-14%	13%	-9	7%	10%
CC(=O)N1CCc2cc(S(=O)(=O)CCC(=O)N3CCN(c4ccccn4)CC3)ccc21	6%	-4%	-5%	7	13%	7%
O=C(Nn1c(C2CCC2)nc2ccccc2c1=O)C1CCC1	-2%	7%	7%	6	14%	3%
CC1(C)Cc2c(cnn2-c2ccc(F)cc2)C(NC(=O)CN2CCCCC2=O)C1 (centres undefined)	2%	-3%	nt	3	19%	13%
CCC(=O)N1CCc2cc(Br)cc(S(=O)(=O)C3(C(=O)OC)CC3)c21	4%	1%	2%	7	10%	0%&15%
COc1ccc(OC)c(CN2CCCC(C(=O)c3sccc3C)C2)c1 (centres undefined)	-7%	-6%	3%	0	-12%	-27%
CCOC(=O)Cn1nc(-c2ccc(F)cc2)oc1=O	-2%	2%	-3%	-5	0%	10%
Cc1ccc(NC(=S)N2CCC(NC(=O)c3ccc(F)cc3)CC2)cc1C	-6%	4%	-9%	-29	-3%	-21%
CC(=O)Nc1nnc(SCc2ccc(C(=O)Nc3ccccc3F)cc2)s1	7%	0%	6%	-20	1%	?
COc1ccc(NC(=O)CCCc2c[nH]c3ccccc23)cc1OC	-7%	-4%	-1%	36	-37%	7%
O=C(COC(=O)c1ccc[nH]c1=O)Nc1cc(S(=O)(=O)N2CCCCCC2)ccc1Cl	-7%	-2%	nt	-22	6%	11%
COc1ccc(S(=O)(=O)N(CC(=O)Nc2ccc3c(c2)OCO3)c2ccc(C)cc2)cc1	0%	-2%	nt	-21	nt	nt
COC(=O)CN1C(=O)CSc2ccc(S(=O)(=O)Nc3cccc(C)c3C)cc21	4%	0%	nt	-36	nt	nt
COc1ccc(Nc2nc(N)nc(COc3ccc(OC)cc3)n2)cc1	?	13%	5%	-1	3%	-6%
